Assay outcomes deposited in PubChem by Broad Institute.
CAL PDZ FP-1: untagged CAL PDZ binding inhibitors, primary screen, biochemical, fluorescence polarization, HTS; inhibition, % at 24.9 µM; 300,000 tested, 0.92% active; Golgi-associated PDZ and coiled-coil motif-containing protein (Homo sapiens), Q9HD26; purified CAL PDZ, TMR-peptide fluorescence polarization, 1 h; AID 602252, 2012;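 active means mean inhibition of at least 30% with at least half of replicates also reaching 30%; inconclusive means no clear call, values can overlap the other calls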;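 further: 0% = DMSO neutral control and 100% = excess unlabeled competitor peptide PRC23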
SR-BI DiI-HDL act: activators of SR-BI mediated DiI-HDL uptake, primary screen, ldlA[mSR-BI] CHO cells, DiI fluorescence; 3 h; 100 = double the neutral-control signal; activation, % at 12.5 µM; 320,000 tested, 0.096% active;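 active means mean replicate activation of at least 60% and every replicate at or above 60%; inconclusive means mean or all-replicate condition met, but not both; inactive means mean below 60% and not all replicates reaching 60%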;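 further: 0% = median plate neutral-control signal and 100% = twice that signal; values of inactives mirror those of a sister screen read the other way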
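Assay system: LDL receptor-deficient CHO ldlA cells overexpressing murine SR-BI / Medium: BSA-supplemented, HEPES-buffered Ham's F12, pH 7.4 / Probe or stimulus: DiI-labelled HDL at 10 µg/mL final / Timing: compound with DiI-HDL co-incubation, 3 h at 37 °C / Technique: bottom-read cell fluorescence after medium removal, ex 550/em 595 nm / Measure: HDL uptake via cellular fluorescence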
NSD2 inh: NSD2 histone methyltransferase inhibitors, primary screen, biochemical, AlphaScreen, single concentration, set 2 | NSD2 peptide methylation, 120 min | Histone-lysine N-methyltransferase NSD2 (Homo sapiens), O96028 | AID 743445, 2014 | inhibition, % at 12.5 µM | 310,000 tested, 0.54% active; in the data active means inhibition above about 50%
PvdQ acylase: P. aeruginosa PvdQ acylase inhibitors, primary screen, biochemical, fluorescence, plate reader and imaging, single point; purified PvdQ acylase; inhibition, % at 10 µM; 340,000 tested, 0.063% active; in the data active means inhibition above about 30%, passing the limit was not always enough; inconclusive means no clear call, values can overlap the other calls;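 further: 0% = vehicle neutral wells and 100% = reference inhibitor wells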
MITF TRPM1 HTS: activators of MITF-driven TRPM1 promoter reporter, primary screen, cell-based, SK-MEL-5, luciferase, single point; SK-MEL-5 TRPM1-promoter luciferase, 24 h; % of positive control, neutral wells = 0; activation, % at 12.5 µM; 300,000 tested, 0.75% active; AID 588334, 2011;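 active means mean activation of at least 80% with every replicate also reaching 80%; inconclusive means mean reaches 80% but some replicate falls short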;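 further: 0% = neutral control wells and 100% = parthenolide positive control wells; values of inactives mirror those of a sister screen read the other way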
PfHsp90 yeast 2: growth inhibition of PfHsp90-expressing yeast, primary screen, antimalarial PfHsp90 inhibitor project, S. cerevisiae, BacTiter-Glo luminescence, single point, set 2 | BacTiter-Glo ATP, 48 h; yeast lacking PDR1 and PDR3 efflux regulators | inhibition, % at 9.4 µM | 310,000 tested, 0.32% active | AID 504621, 2011;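 active means every replicate shows inhibition above about 80%, whatever the replicate mean, limit read from the data; inconclusive means mean inhibition reaches the set limit but some replicate falls short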;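 further: 0% = DMSO neutral controls and 100% = 20 µM radicicol positive controls; yeast relying on Plasmodium falciparum Hsp90 in place of its own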
dFosB activator: activators of delta FosB homodimer, primary screen, biochemical, fluorescence polarization, TAMRA-CDK5 oligo, single point. activation, % at 25 µM. Protein FosB (Mus musculus), P13346. 340,000 tested, 0.99% active. purified delta FosB; percent of positive-control signal above neutral wells;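 active means mean activation above about 17%, with every replicate also reaching it, limit read from the data, passing the limit was not always enough; inconclusive means only one of the two conditions met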;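 further: fluorescence polarization rise as delta FosB binds a TAMRA Cdk5 AP-1 oligo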
Rtt109 Vps75: inhibitors of C. albicans Rtt109/Vps75 HAT, primary screen, biochemical, ThioGlo CoA-SH fluorescence, plate reader; 330,000 tested, 0.16% active; Histone acetyltransferase RTT109 (Candida albicans (strain SC5314 / ATCC MYA-2876)), …; inhibition, % at 34.9 µM; purified Rtt109/Vps75, 4 h;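 active means inhibition of at least 50% in every replicate; inconclusive means best replicate reaches 50% inhibition but some replicates fall short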
Target sequence (Q5AAJ8 whole entry, looked up): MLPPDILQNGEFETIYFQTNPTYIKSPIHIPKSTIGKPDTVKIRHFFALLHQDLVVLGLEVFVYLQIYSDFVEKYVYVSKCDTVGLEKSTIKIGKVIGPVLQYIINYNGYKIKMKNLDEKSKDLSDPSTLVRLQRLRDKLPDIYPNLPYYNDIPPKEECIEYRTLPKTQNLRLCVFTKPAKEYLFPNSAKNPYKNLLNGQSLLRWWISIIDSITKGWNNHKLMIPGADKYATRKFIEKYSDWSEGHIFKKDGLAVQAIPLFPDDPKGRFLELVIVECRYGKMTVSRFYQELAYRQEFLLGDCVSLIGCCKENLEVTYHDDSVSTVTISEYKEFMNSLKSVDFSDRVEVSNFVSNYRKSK
SR-BI DiI inh: inhibitors of SR-BI mediated HDL lipid uptake, primary screen, ldlA[mSR-BI] cells, fluorescence, single point; Scavenger receptor class B member 1 (Mus musculus), Q61009; 320,000 tested, 0.96% active; AID 488896, 2010; inhibition, % at 12.5 µM; ldlA[mSR-BI] CHO cells, DiI-HDL uptake fluorescence, 3 h;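 active means mean replicate inhibition of at least 70% and a set share of replicates each scoring 70 or more; inconclusive means meets just one of the two criteria; inactive means fails both criteria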;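 further: 0% = median of neutral control wells and 100% = median of positive control wells; values of inactives mirror those of a sister screen read the other way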
Target sequence (Q61009 whole entry, looked up): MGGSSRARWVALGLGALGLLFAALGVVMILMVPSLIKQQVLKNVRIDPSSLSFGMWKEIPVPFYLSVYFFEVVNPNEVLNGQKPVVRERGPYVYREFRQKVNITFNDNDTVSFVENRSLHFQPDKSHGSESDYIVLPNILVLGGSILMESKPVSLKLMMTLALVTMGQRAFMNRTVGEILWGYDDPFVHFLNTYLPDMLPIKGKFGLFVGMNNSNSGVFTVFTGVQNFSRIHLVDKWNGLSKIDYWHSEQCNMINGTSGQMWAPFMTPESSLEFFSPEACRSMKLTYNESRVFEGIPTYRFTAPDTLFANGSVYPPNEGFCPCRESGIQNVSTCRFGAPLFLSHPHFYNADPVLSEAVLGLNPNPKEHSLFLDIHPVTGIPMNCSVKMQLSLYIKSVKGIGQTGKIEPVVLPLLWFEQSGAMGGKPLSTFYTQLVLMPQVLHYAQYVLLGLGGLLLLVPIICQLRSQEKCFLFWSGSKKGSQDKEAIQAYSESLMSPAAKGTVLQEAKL
CAL PDZ FP-2: CAL PDZ peptide-binding inhibitors, primary screen, biochemical, fluorescence polarization, Cer-tagged CAL PDZ, HTS | Golgi-associated PDZ and coiled-coil motif-containing protein (Homo sapiens), Q9HD26 | purified CAL PDZ, TMR-peptide fluorescence polarization, 1 h | inhibition, % at 20 µM | 330,000 tested, 0.02% active | AID 504414, 2011;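 active means highest replicate inhibition of at least 40%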;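 further: plate controls were DMSO neutral control wells for no effect and unlabeled competitor peptide control wells for full effect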
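Material: tagged CAL PDZ domain; buffer or medium: 25 mM sodium phosphate pH 7.4, 150 mM NaCl, TCEP, IgG, Thesit; compound dosing: single point, 20 µM; schedule: 1 h incubation at room temperature before polarization reading; measured by: FP readout, S and P plane fluorescence; read-out basis: percent inhibition from loss of millipolarization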
Numbers without * were called inactive.

CCOc1ccc(-c2c(C#N)c(N)nc3sc(C(=O)c4ccccc4)c(N)c23)cc1 was read as CAL PDZ FP-1 2.1, NSD2 inh -14.7, PvdQ acylase -5.9, MITF TRPM1 HTS -17.3, PfHsp90 yeast 2 -14.6, dFosB activator -6.8, Rtt109 Vps75 -13.9 and CAL PDZ FP-2 -0.6.
For Cc1cccc(N2CN(Cc3cccnc3)CNC2=S)c1 the results were CAL PDZ FP-1 -5.3, SR-BI DiI-HDL act 7.2, NSD2 inh -2.3, PvdQ acylase 0.9, MITF TRPM1 HTS 18.0, PfHsp90 yeast 2 -25.5, dFosB activator -6.7, Rtt109 Vps75 6.9, SR-BI DiI inh -7.2 and CAL PDZ FP-2 -0.1.
CN1CC(=O)N(CC(=O)Nc2ccc(Br)cc2F)C1=O was read as CAL PDZ FP-1 -6.2, SR-BI DiI-HDL act 24.8, NSD2 inh -3.2, PvdQ acylase -13.2, MITF TRPM1 HTS 8.0, PfHsp90 yeast 2 0.8, dFosB activator 0.5, Rtt109 Vps75 -3.4, SR-BI DiI inh -24.8 and CAL PDZ FP-2 24.3.
`CCOC(=O)c1ccccc1NC(=O)c1cn(CC)c2nc(C)ccc2c1=O` gave NSD2 inh 5.3, PvdQ acylase -9.5, MITF TRPM1 HTS -2.8, PfHsp90 yeast 2 2.6, dFosB activator -11.5, Rtt109 Vps75 3.5 and CAL PDZ FP-2 -0.8.
Cc1cc(NC(=O)/C=C/c2ccccc2)no1 was read as CAL PDZ FP-1 -4.0, SR-BI DiI-HDL act -12.4, NSD2 inh -1.5, PvdQ acylase -1.8, MITF TRPM1 HTS 39.2, PfHsp90 yeast 2 2.3, dFosB activator -12.9, Rtt109 Vps75 -2.8, SR-BI DiI inh 12.4 and CAL PDZ FP-2 -3.2.
For COc1cccc(NC(=S)N(CCCN2CCN(C)CC2)Cc2ccco2)c1 the results were CAL PDZ FP-1 1.8, SR-BI DiI-HDL act 13.2, PvdQ acylase -0.5, MITF TRPM1 HTS 8.3, PfHsp90 yeast 2 22.9, dFosB activator -2.2, Rtt109 Vps75 -0.6, SR-BI DiI inh -13.2 and CAL PDZ FP-2 0.1.
`Cc1ccnc(NS(=O)(=O)c2ccc(NC(=O)C3CC=CCC3C(=O)O)cc2)n1` (stereo unspecified) gave CAL PDZ FP-1 2.2, SR-BI DiI-HDL act 0.0, NSD2 inh -3.3, PvdQ acylase -4.6, MITF TRPM1 HTS -4.7, PfHsp90 yeast 2 -5.0, dFosB activator 8.8, Rtt109 Vps75 -11.9, SR-BI DiI inh 0.0 and CAL PDZ FP-2 -3.7.
Screening O=C(CN1CCN(c2ccc(F)cc2)CC1)N(C1CCCC1)C1CCS(=O)(=O)C1 (stereo unspecified) returned CAL PDZ FP-1 -5.0, SR-BI DiI-HDL act 11.1, NSD2 inh 2.6, PvdQ acylase -12.4, MITF TRPM1 HTS -6.0, PfHsp90 yeast 2 4.1, dFosB activator -3.0, Rtt109 Vps75 3.4, SR-BI DiI inh -11.1 and CAL PDZ FP-2 -0.2.
Screening COc1cc(C(=O)NCc2nnc(SCC(=O)N3CCCc4ccccc43)o2)cc(OC)c1OC returned CAL PDZ FP-1 -2.5, SR-BI DiI-HDL act -6.6, NSD2 inh 0.5, PvdQ acylase -23.2, MITF TRPM1 HTS 8.8, PfHsp90 yeast 2 24.3, dFosB activator -7.0, Rtt109 Vps75 -4.8, SR-BI DiI inh 6.6 and CAL PDZ FP-2 -2.7.
`COC(=O)c1nnn(-c2ccc(Cl)c(Cl)c2)c1C(=O)OC` gave CAL PDZ FP-1 -4.8, SR-BI DiI-HDL act -33.3, NSD2 inh -0.9, PvdQ acylase -16.9, MITF TRPM1 HTS -3.6, PfHsp90 yeast 2 -8.7, dFosB activator 4.1, Rtt109 Vps75 -2.4, SR-BI DiI inh 33.3 and CAL PDZ FP-2 0.5.
`Cc1ccc(S(=O)(=O)N/N=C/c2ccc(OCC(=O)N3CCOCC3)cc2)cc1` gave CAL PDZ FP-1 -2.4, SR-BI DiI-HDL act 13.0, NSD2 inh 3.9, PvdQ acylase -9.6, MITF TRPM1 HTS -4.2, PfHsp90 yeast 2 0.2, dFosB activator -4.0, Rtt109 Vps75 5.5, SR-BI DiI inh -13.0 and CAL PDZ FP-2 -0.1.
Cc1cc2c(c(SCC(=O)N(C)c3ccccc3)n1)C(=O)OC2 was read as CAL PDZ FP-1 -2.6, SR-BI DiI-HDL act -10.1, NSD2 inh 1.7, PvdQ acylase -9.1, MITF TRPM1 HTS -10.3, PfHsp90 yeast 2 0.6, dFosB activator -1.0, Rtt109 Vps75 -8.2, SR-BI DiI inh 10.1 and CAL PDZ FP-2 0.0.
For Cc1cc(C)cc(C(=O)NC(CC(N)=O)c2ccc(N3CCC(Cc4ccccc4)CC3)c([N+](=O)[O-])c2)c1 (stereo unspecified) the results were CAL PDZ FP-1 -1.5, SR-BI DiI-HDL act 11.3, PvdQ acylase -6.2, MITF TRPM1 HTS 2.4, PfHsp90 yeast 2 21.5, dFosB activator -6.3, Rtt109 Vps75 -3.9, SR-BI DiI inh -11.3 and CAL PDZ FP-2 0.0.
`CC(C)OC(=O)c1ccc(COc2ccc3ccc(=O)oc3c2)o1` gave CAL PDZ FP-1 -3.5, SR-BI DiI-HDL act -10.3, NSD2 inh 2.2, PvdQ acylase -0.4, MITF TRPM1 HTS 14.4, PfHsp90 yeast 2 -16.0, dFosB activator -20.1, Rtt109 Vps75 -4.8, SR-BI DiI inh 10.3 and CAL PDZ FP-2 -2.6.
CCOc1ccc2c(c1)OC(c1ccc(OC)cc1)(C(F)(F)F)NC2=O (stereo unspecified) was read as CAL PDZ FP-1 -5.3, SR-BI DiI-HDL act 21.4, NSD2 inh 12.6, PvdQ acylase -15.6, MITF TRPM1 HTS -2.1, PfHsp90 yeast 2 -77.4, dFosB activator -12.5, Rtt109 Vps75 -7.6, SR-BI DiI inh -21.4 and CAL PDZ FP-2 -0.8.
`O=C1CN(c2cc(Cl)cc(Cl)c2)C(=O)CN1/N=C/c1cccnc1` gave CAL PDZ FP-1 1.0, SR-BI DiI-HDL act 1.4, NSD2 inh -1.0, PvdQ acylase -3.0, PfHsp90 yeast 2 -9.4, dFosB activator -2.9, Rtt109 Vps75 -5.1, SR-BI DiI inh -1.4 and CAL PDZ FP-2 -1.3.
`O=C(CSCc1c(F)cccc1Cl)NCc1cccnc1` gave CAL PDZ FP-1 3.8, SR-BI DiI-HDL act 22.1, NSD2 inh -1.3, PvdQ acylase -15.1, MITF TRPM1 HTS 5.3, PfHsp90 yeast 2 -27.7, dFosB activator -6.6, Rtt109 Vps75 0.0, SR-BI DiI inh -22.1 and CAL PDZ FP-2 -1.0.
O=C(COc1ccccc1)NNC(=S)NC(=O)c1ccccc1 was read as CAL PDZ FP-1 0.1, SR-BI DiI-HDL act 0.0, NSD2 inh 6.0, PvdQ acylase -5.5, MITF TRPM1 HTS 13.6, PfHsp90 yeast 2 0.5, dFosB activator -8.2, Rtt109 Vps75 4.3, SR-BI DiI inh 0.0 and CAL PDZ FP-2 -2.2.
Screening COCCN1C(=S)NC(c2cccc(C(F)(F)F)c2)C(C(=O)N2CCOCC2)=C1C (stereo unspecified) returned CAL PDZ FP-1 27.3, SR-BI DiI-HDL act 27.1, PvdQ acylase -14.7, MITF TRPM1 HTS -0.7, PfHsp90 yeast 2 16.1, dFosB activator -6.9, Rtt109 Vps75 -0.1, SR-BI DiI inh -27.0 and CAL PDZ FP-2 3.2.
`CC(C)N(c1ccccc1)c1ccc(NC(=O)COC(=O)CCN2C(=O)c3cccc([N+](=O)[O-])c3C2=O)cc1` gave CAL PDZ FP-1 -2.2, SR-BI DiI-HDL act -4.0, NSD2 inh 0.7, PvdQ acylase 2.3, MITF TRPM1 HTS -0.8, PfHsp90 yeast 2 11.5, dFosB activator -6.9, Rtt109 Vps75 3.9, SR-BI DiI inh 4.0 and CAL PDZ FP-2 0.2.
For CSc1ncc(CN2CCCCC2C(=O)Nc2ccc(Oc3ccccc3)nc2)cn1 (stereo unspecified) the results were SR-BI DiI-HDL act -41.4, NSD2 inh -0.1, PvdQ acylase -10.9, MITF TRPM1 HTS 5.6, dFosB activator -6.5, Rtt109 Vps75 -0.4, SR-BI DiI inh 41.4 and CAL PDZ FP-2 -2.8.
Screening C[C@H](CO)N1C[C@H](C)[C@@H](CN(C)S(=O)(=O)c2ccc(Cl)cc2)Oc2ccc(NS(=O)(=O)c3ccccc3)cc2CC1=O returned CAL PDZ FP-1 -1.8, SR-BI DiI-HDL act 14.4, PvdQ acylase -6.4, MITF TRPM1 HTS 2.5, PfHsp90 yeast 2 -10.3, dFosB activator -16.3, Rtt109 Vps75 4.9, SR-BI DiI inh -14.4 and CAL PDZ FP-2 -3.5.
Screening COC(=O)C(Cc1ccccc1)P(=O)(c1ccccc1)c1ccccc1 (stereo unspecified) returned CAL PDZ FP-1 -0.8, SR-BI DiI-HDL act 2.6, PvdQ acylase -9.9, MITF TRPM1 HTS -6.4, PfHsp90 yeast 2 1.5, dFosB activator -6.2, Rtt109 Vps75 0.9, SR-BI DiI inh -2.6 and CAL PDZ FP-2 0.3.
Screening Cc1cccc(NC(=O)C2CC(=O)n3cnnc3S2)c1 (stereo unspecified) returned CAL PDZ FP-1 0.1, SR-BI DiI-HDL act 31.6, NSD2 inh -4.6, PvdQ acylase -19.8, MITF TRPM1 HTS -11.5, PfHsp90 yeast 2 2.9, dFosB activator 4.2, Rtt109 Vps75 inconclusive, SR-BI DiI inh -31.6 and CAL PDZ FP-2 -2.2.
